Source: PubChem BioAssay
SIRT5 block: inhibitors of human sirtuin-5 desuccinylase; inhibition, % at 15 µM; Purified SirT5, succinyl-peptide AMC, trypsin-coupled fluorescence; 330,000 compounds, 1.1% hits; Q9NXA8; AID 652115; in the data active = inhibition above about 15%; inconclusive = no clear call, values can overlap the other calls
Target sequence (Q9NXA8 whole entry, looked up): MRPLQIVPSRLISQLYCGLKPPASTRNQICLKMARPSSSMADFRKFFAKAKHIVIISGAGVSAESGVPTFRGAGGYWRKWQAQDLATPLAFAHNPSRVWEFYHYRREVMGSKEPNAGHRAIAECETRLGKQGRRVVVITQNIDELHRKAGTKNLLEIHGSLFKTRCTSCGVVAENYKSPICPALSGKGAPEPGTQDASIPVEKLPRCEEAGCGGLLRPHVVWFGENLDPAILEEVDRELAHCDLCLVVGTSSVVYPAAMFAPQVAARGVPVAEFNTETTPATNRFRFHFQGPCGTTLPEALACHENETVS
esBAF inh: SWI/SNF esBAF complex inhibition | mouse ES cells, Bmi1-luciferase knock-in reporter, 24 h; 100% = twice the neutral-well signal | reporter increase, % at 12.5 µM | 350,000 compounds, 2% hits; in the data active = activation above about 40%; inconclusive = no clear call, values can overlap the other calls;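 note: 0% = median of the plate's neutral control wells and 100% = double that signal; a rise in the Bmi1 reporter signal indicates esBAF inhibition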
CASP6 VEID inh: caspase-6 (human) enzyme inhibition. AID 686996. P55212. 350,000 compounds, 0.53% hits. purified caspase-6, Z-VEID-R110 cleavage fluorescence. inhibition, % at 12.5 µM;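 active = mean inhibition across replicates at least about 35%, with every replicate also reaching that limit, limit read from the data; inconclusive = only one of the two criteria met; inactive = neither criterion met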;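 note: 0% = median of neutral control wells and 100% = no fluorescence left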
Target sequence (P55212 24-179 limits assumed): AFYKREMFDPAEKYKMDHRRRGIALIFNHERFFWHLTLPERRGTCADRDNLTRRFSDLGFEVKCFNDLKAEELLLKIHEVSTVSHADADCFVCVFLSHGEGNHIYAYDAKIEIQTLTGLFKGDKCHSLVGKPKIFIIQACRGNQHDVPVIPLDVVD
Target sequence (P55212 194-293 limits assumed): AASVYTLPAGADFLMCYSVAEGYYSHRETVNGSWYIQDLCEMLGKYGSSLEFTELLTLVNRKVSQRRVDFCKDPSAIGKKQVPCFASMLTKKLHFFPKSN
LGR2 inh: Drosophila LGR2 receptor signaling inhibition; HEK293 LGR2, CRE-luciferase, bursicon-stimulated, 4 h; 380,000 compounds, 0.35% hits; inhibition, % at 9.99 µM;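 active = drop in luminescence signal, shown as inhibition above about 50% in the replicate tests, limit read from the data, passing the limit was not always enough; inconclusive = probably only some replicates passing the limit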;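 note: agonist challenge used bursicon conditioned medium at about half maximal strength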
Statin myotox sup: suppressors of simvastatin-induced myotoxicity in C2C12 myotubes | ATP luminescence, 48 h; scaled: DMSO 0, geranylgeraniol control 100 | rescue of ATP level, % at 7.49 µM | 330,000 compounds, 0.78% hits | AID 602340;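 active = mean ATP rescue above about 67%, or every replicate alone reaching that limit, limit read from the data, passing the limit was not always enough; inconclusive = no clear call, values can overlap the other calls; inactive = mean under the limit and some replicate under it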;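 note: myotubes were challenged with 10 µM simvastatin during compound exposure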
FN deposition inh: fibronectin deposition inhibition; AH1F fibroblasts, Alexa488-fibronectin deposition fluorescence, overnight; inhibition, % at 12.6 µM; 350,000 compounds, 0.086% hits;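 active = mean inhibition across replicates of 30% or more, regardless of how many single replicates reach that level; inconclusive = mean under 30% yet at least half of replicates reach 30%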;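 note: positive control wells lacked labelled fibronectin entirely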
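Material – AH1F fibroblast monolayer, labelled fibronectin deposition · Reagent – labelled fibronectin 24 nM · Timing – 1 h adhesion, overnight exposure · Measured by – fluorescence at 485 nm excitation, 525 nm emission · Read-out – inhibition of fibronectin deposition signal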
S100A4 inh HTS: blocks human S100A4 binding to myosin IIA peptide; 360,000 compounds, 0.14% hits; inhibition, % at 10.7 µM; S100A4/TAMRA-MyoIIA peptide fluorescence polarization;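 active = mean inhibition of at least 70% across replicates, with every replicate also reaching that level; inconclusive = mean inhibition reaches 70% but some replicates fall short; inactive = mean inhibition below 70%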
Target sequence (P26447 whole entry, looked up): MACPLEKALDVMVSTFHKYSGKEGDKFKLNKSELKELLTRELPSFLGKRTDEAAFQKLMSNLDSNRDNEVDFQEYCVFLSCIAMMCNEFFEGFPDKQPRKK
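Material: S100A4 monomer protein | Medium: HEPES pH 7.2 with CaCl2, KCl, NaCl, DTT, Triton | Reagent: Labelled myosin peptide probe, 5 nM | Doses: One dose per compound | Times: 5 min incubation before reading | Benchmarks: Neutral control DMSO, positive control TFP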
* = called active by the depositor; ? = inconclusive; . = not tested or not shown.

Each structure is followed by: SIRT5 block	esBAF inh	CASP6 VEID inh	LGR2 inh	Statin myotox sup	FN deposition inh	S100A4 inh HTS
CO[C@H]1CN(C)C(=O)c2cc(NS(=O)(=O)CC(F)(F)F)ccc2OC[C@H](C)N(CCC(F)(F)F)C[C@@H]1C
    5	-4	2	-1	-9	-4	0
COCCNC(=O)C[C@@H]1C[C@@H]2c3cc(NS(=O)(=O)c4ccc(F)cc4)ccc3O[C@@H]2[C@H](CO)O1
    .	1	.	2	-6	2	.
COc1cc2c(-c3ccc4[nH]ccc4c3)c(-c3ccc(C#N)cc3)oc(=O)c2cc1OC
    -8	2	2	16	-1	14	0
O=C(NC[C@@H]1[C@@H](c2ccccc2)[C@@H](CO)N1Cc1ccccc1)c1ccccn1
    2	.	-2	-12	.	.	10
O=C(CNC(=O)c1ccccc1F)c1ccc(Br)cc1
    -3	22	-2	-60	-7	0	3
O=C(Nc1cccc2ncccc12)c1ccccc1Cl
    -4	-3	3	2	6	-6	3
N#Cc1c(-c2cccc(Cl)c2)[nH]c(=S)[nH]c1=O
    7	.	1	-13	.	-2	5
COc1ccc(CNC(=O)CCCCCn2c(SCC#N)nc3cc4c(cc3c2=O)OCO4)cc1
    .	-5	.	.	-1	7	.
C[C@H](CO)N1C[C@H](C)[C@H](CN(C)C)Oc2c(NS(C)(=O)=O)cccc2C1=O
    -3	-1	-6	2	15	.	11
O=C(C[C@@H]1CC[C@H]2[C@@H](COC[C@H](O)CN2C(=O)Nc2cc(Cl)cc(Cl)c2)O1)NCC1CC1
    1	11	-2	-10	-9	-1	2
COc1ccccc1NS(=O)(=O)c1cc(C(=O)NC2CCN(Cc3ccccc3)CC2)ccc1C
    -14	.	55*	.	.	10	-1
CN1CCC(N2CCN(C3CN(Cc4ccc(F)cc4)S(=O)(=O)C3)CC2)CC1 (stereo not given)
    -1	-2	-16	19	-5	-4	-4
CO[C@@H]1CN(C)C(=O)c2ccc(NS(C)(=O)=O)cc2OC[C@@H](C)N(CC2CCCCC2)C[C@@H]1C
    -4	-2	3	12	-6	2	-3
COC(=O)c1sc(NC(=O)CSc2nc3nc(C)cc(C)n3n2)c(C(=O)OC)c1C
    -3	.	-2	0	.	2	-6
COc1ccc(CCn2nc(C)c([N+](=O)[O-])c2C)cc1
    -4	.	-1	-44	.	.	-1
Cc1ccc(S(=O)(=O)CCC(=O)Nc2nc(-c3cccnc3)cs2)cc1
    0	.	7	11	.	0	-11
COc1ccc(C(=O)Nn2c(SCC(=O)c3ccc(Cl)cc3)nc3ccccc3c2=O)cc1
    .	-69	.	.	-84	-1	.
Cc1cc(C)cc(N(CC(=O)NCCSCc2ccccc2)S(C)(=O)=O)c1
    -1	3	1	12	4	16	3
CN1CCN(CCc2nc3cc(NC(=O)COc4ccccc4)ccc3n2C)CC1
    .	4	.	.	3	3	.
C/[N+]([O-])=C/c1c(OCc2ccc(Cl)cc2Cl)ccc2ccccc12
    1	.	4	-29	.	-14	3
CN(C)C(=O)c1ccc(-c2ccc([C@H]3[C@@H](C#N)N(C(=O)C4CCC4)[C@H]3CO)cc2)cc1
    -1	-6	2	15	1	-6	-5
N#CC(=C1Nc2ccccc2N1)S(=O)(=O)c1ccccc1
    1	-2	-1	-21	108*	3	-1
C[C@@H]1CN([C@H](C)CO)C(=O)Cc2cc(NC(=O)Nc3ccccc3)ccc2O[C@H]1CN(C)S(=O)(=O)c1ccc(F)cc1
    2	-2	-2	-21	62	.	-7
CN(Cc1nc(Cc2ccccc2F)no1)Cc1cccc2ncccc12
    -5	.	2	9	.	.	-2
CC1Cc2cccc3ccc(=O)n(c23)C1 (stereo not given)
    -3	.	6	-3	.	0	6
CN(Cc1ccccc1)C(=O)c1ccc(NC(=O)Cc2ccc(NC(=O)C3CCN(C(=O)C4CCCC4)CC3)cc2)cc1
    -2	3	2	22	4	11	-3
O=C(Oc1ccccc1)c1cccc(N2C(=O)CCC2=O)c1
    .	0	.	6	-12	.	.
C[C@H]1CN([C@@H](C)CO)C(=O)c2cccc(NC(=O)Nc3ccccc3)c2O[C@@H]1CN(C)Cc1ccc(C(=O)Nc2ccccc2N)cc1
    2	-16	.	4	52	.	?
O=C(Nc1ccc(Oc2ccccc2)cc1)C1CCN(c2c3c(nc4ncnn24)CCC3)CC1
    .	-12	.	.	28	-6	.
Cc1ccc(N2CC(C(=O)Nc3nnc(C(C)C)s3)CC2=O)cc1 (stereo not given)
    .	1	.	.	4	0	.
C[C@H]1CN([C@@H](C)CO)C(=O)c2cccc(NC(=O)c3cnccn3)c2O[C@@H]1CN(C)C(=O)Nc1cccc2ccccc12
    -4	-3	3	-10	-1	11	-2
C[C@H]1CN([C@@H](C)CO)C(=O)c2c(c3ccccc3n2C)-c2ccccc2CO[C@H]1CN(C)C(=O)[C@H](Cc1ccccc1)N(C)C
    4	4	3	3	-67	-4	-7
Cc1ccn2c(Cc3ccccc3)c(-c3ccccc3)nc2c1
    -10	39	-6	-38	-8	0	9
CC1CCN(C(=O)c2[nH]cnc2C(=O)N[C@@H](CCCCNC(=O)OC(C)(C)C)C(=O)OC(C)(C)C)CC1
    .	-5	-6	23	6	-2	-2
CN(CC(=O)Nc1ccc(Cl)cc1)C(=O)Cc1c(F)cccc1Cl
    3	-6	4	5	8	6	-2
COc1cc(Cl)c(C)cc1NC(=O)CSc1ccc(C)cc1
    -3	.	1	.	.	.	3
COc1ccc(OCc2cc(C(=O)N(Cc3nccn3C)C(C)C)no2)c2ccccc12
    0	70*	5	-30	10	22	-4
CCCSCCCNC(=O)c1cc2c(s1)CS(=O)(=O)C2
    .	8	.	.	8	2	.
NNC(=O)CCN1CCN(Cc2ccccc2)CC1
    4	1	-45	-5	-1	-43	-4
CN1CCN(C2CCN(Cc3ccc(O)c4ncccc34)CC2)CC1
    1	-1	-150	.	5	16	-1

Limited to CASP6 VEID inh, for two of the compounds above:
| canonical_smiles | CASP6 VEID inh |
| --- | --- |
| CO[C@@H]1CN(C)C(=O)c2ccc(NS(C)(=O)=O)cc2OC[C@@H](C)N(CC2CCCCC2)C[C@@H]1C | 3 |
| COC(=O)c1sc(NC(=O)CSc2nc3nc(C)cc(C)n3n2)c(C(=O)OC)c1C | -2 |

(more compounds)
Each structure is followed by: SIRT5 block	esBAF inh	CASP6 VEID inh	LGR2 inh	Statin myotox sup	FN deposition inh	S100A4 inh HTS
COc1ccc(C(=O)Nc2ccnn2C2CCN(C(=O)C3CCOC3)CC2)cc1 (stereo not given)
    -4	16	1	-10	1	.	-6
Nc1nc(F)cc(NCc2ccccc2)n1
    -5	.	0	-1	.	17	3
O=C(Nc1ccccc1F)N[C@@H]1CC[C@H](CCNS(=O)(=O)c2ccc(F)cc2)O[C@H]1CO
    7	-1	-9	21	1	-5	-1
COc1ccc(OC)c(C2(O)CSC(=Nc3cccnc3)N2Cc2ccco2)c1 (stereo not given)
    2	-4	4	?	12	5	-46
O=C(CNC(=O)C(c1ccccc1)c1ccccc1)OCc1ccccc1
    -5	-4	-3	14	-1	0	0
O=C(N/C(=C\c1ccc(Cl)cc1)C(=O)N1CCOCC1)c1ccco1
    1	-3	0	9	10	-4	0
Cc1noc(C)c1S(=O)(=O)Nc1ccc2c(c1)CC(=O)N([C@@H](C)CO)C[C@H](C)[C@H](CN(C)C(=O)NC(C)C)O2
    1	-3	4	-5	-45	0	-10
CCN1CCCC1CNC(=O)CSc1cc(=O)n(CC)c2ccccc12 (stereo not given)
    .	6	.	-1	10	3	.
Cc1ccc(OCC(=O)NCCCNC(=O)c2ccco2)cc1
    4	3	-3	-15	-16	13	-1
O=C(C1CCCCC1)N1[C@@H]2CN(S(=O)(=O)c3ccccc3)c3ccccc3[C@@H]2[C@@H]1CO
    1	5	3	-10	11	-10	3
Clc1nc(NC2CCCC2)nc(N2CCOCC2)n1
    -3	-6	-2	-17	3	1	1
CC(C)NC(=O)N1C[C@@H]2[C@H](c3ccccc31)[C@@H](CO)N2Cc1ccccc1
    -4	1	-4	-2	15	.	-20
N#CC1CCN(C(=O)c2ccc3c(Cl)c4c(nc3c2)CCCC4)CC1
    1	-3	4	16	14	9	8
COc1ccccc1N1CCN(C(=O)C2Cc3ccccc3CN2C(=O)c2ccco2)CC1 (stereo not given)
    -10	0	1	-8	14	1	0
C[C@H]1CN([C@@H](C)CO)C(=O)Cc2cc(NC(=O)Nc3cccc4ccccc34)ccc2O[C@@H]1CN(C)Cc1ccncc1
    4	2	2	-7	15	.	-8
Cc1noc(C)c1NC(=O)Nc1ccc2c(c1)C(=O)N([C@@H](C)CO)C[C@@H](C)[C@H](CN(C)CC1CC1)OCCCC[C@H](C)O2
    1	-3	-2	11	.	.	-13
COCCNC(=O)C(c1ccc(C)cc1)N(C(=O)CCC(=O)Nc1ccccn1)C1CCCCC1 (stereo not given)
    2	-9	-2	-12	-7	-8	5
O=C(COC(=O)COc1ccccc1)NCCC1=CCCCC1
    -5	-4	3	-9	-3	-5	-1
NNC(=O)COc1ccc(C2SCCS2)cc1
    -3	.	1	3	.	3	2
O=C(O)COc1ccccc1/C=N/NC(=O)CN1CCN(Cc2ccc(Cl)cc2)CC1
    -2	.	1	-7	.	-13	6
C/C=C/c1ccc2c(c1)O[C@@H](CN(C)C(=O)c1ccncc1)[C@H](C)CN([C@H](C)CO)S2(=O)=O
    -5	1	-4	-4	-7	1	1
CN(C)CCCNC(=O)C[C@H]1CC[C@H]2[C@@H](COC[C@H](O)CN2C(=O)c2ccncc2)O1
    6	-4	1	10	-10	6	6
C[C@H]1CN([C@@H](C)CO)C(=O)Cc2cc(NC(=O)CCCN(C)C)ccc2O[C@@H]1CN(C)S(=O)(=O)c1cn(C)cn1
    0	-1	-1	1	13	.	5
CCCC(C)c1nnc(NC(=O)C2CC(=O)N(CCc3ccc(F)cc3)C2)s1 (stereo not given)
    3	-6	9	8	-11	-4	-3
COc1ccc(S(=O)(=O)N(C)C[C@H]2Oc3ccc(NC(=O)Nc4ccc(F)cc4)cc3CC(=O)N([C@@H](C)CO)C[C@@H]2C)cc1
    .	3	.	6	-12	.	.
C[C@@H]1CN([C@@H](C)CO)C(=O)c2cc(NC(=O)Nc3ccc(F)cc3)ccc2O[C@@H](C)CCCCO[C@@H]1CN(C)S(=O)(=O)c1cn(C)cn1
    -1	1	0	11	.	4	16
CC1C(O)=C(c2ccccc2)P(=O)(Cc2ccccc2)C1C (stereo not given)
    .	.	-1	2	.	-7	-25
COc1ccc(OCCNc2cc(Cl)ccc2[N+](=O)[O-])cc1
    -2	13	0	-19	-63	.	2

An excerpt; the hit share may differ from the screen's.
